Compound activity: PubChem, National Center for Advancing Translational Sciences (NCATS)
TDP1 cell CPT – qHTS for Inhibitors of human tyrosyl-DNA phosphodiesterase 1 (TDP1): qHTS in cells in presence of CPT; chicken DT40 Tdp1-/-;hTDP1 cells + 20 nM CPT, ATP luminescence, 48 h; Potency, µM (titrated, usually from 46.2 µM), for inactives: top-dose activity change, negative = growth inhibition, most hits filed as inhibitors; 420,000 tested, 12% active; also: nearly all actives have a fitted effect of over 55% in size
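Chicken DT40 Tdp1-/- cells complemented with human TDP1, 400 cells/well, exposed to compounds plus 20 nM camptothecin for at least 48 h at 37 C; viability read as ATP content by CellTiter-Glo luminescence.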
FEN1 inhibitor – qHTS Assay for the Inhibitors of Human Flap endonuclease 1 (FEN1); P39748; Recombinant FEN1 flap cleavage, fluorescence, 15 min; AID 588795, 2011; 390,000 tested, 0.35% active; Potency, µM (doses to about 114 µM), for the others: at the top dose activity change, negative = inhibition, actives largely listed as inhibitors; also: nearly all actives have a fitted effect of over 65% in size
Target sequence (P39748 whole entry, looked up): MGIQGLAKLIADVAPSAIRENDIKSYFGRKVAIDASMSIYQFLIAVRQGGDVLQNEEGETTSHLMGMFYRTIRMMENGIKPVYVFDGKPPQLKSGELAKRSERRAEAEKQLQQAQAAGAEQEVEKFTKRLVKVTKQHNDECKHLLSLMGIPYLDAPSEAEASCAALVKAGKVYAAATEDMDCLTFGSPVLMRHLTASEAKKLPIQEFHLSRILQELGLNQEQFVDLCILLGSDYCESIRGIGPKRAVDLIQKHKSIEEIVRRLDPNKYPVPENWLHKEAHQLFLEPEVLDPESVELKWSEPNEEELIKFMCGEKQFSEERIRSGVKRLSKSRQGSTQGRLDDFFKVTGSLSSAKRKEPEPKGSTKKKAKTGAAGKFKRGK
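With each library titrated from low to high concentration, compounds met 10 nM FEN1 for 15 min at room temperature before 50 nM substrate was added; readings at 0 and 15 min fed four-parameter Hill curve fits.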
N370S GC – qHTS Assay for Inhibitors and Activators of N370S glucocerebrosidase as a Potential Chaperone Treatment of Gaucher Disease; Potency, µM (series often up to 59.4 µM), inactives show at the highest dose activity change, negative = inhibition, actives largely listed as inhibitors; N370S GC spleen homogenate, 4MU-glucoside fluorescence; 330,000 tested, 0.092% active; AID 2101, 2009; Lysosomal acid glucosylceramidase (Homo sapiens), P04062;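 also: 0% = full enzyme activity and -100% = no enzyme basal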
* hit, by the source's call; ? = inconclusive; · = no result given; & = joins results of further samples; [ ] = another dose, or the depositor's remark. Calls follow the shape of the dose curve; as a rule, active = well fitted curve in the direction sought with a large enough effect; inconclusive = small, poorly fitted or top-dose-only effect, or another doubt; inactive = no such curve, though single readings can be large; an effect the other way counts as inactive or inconclusive. Unless noted, % is scaled to controls: 0 for no effect and ±100 for the full control effect; potency is read from the fitted curve at half-maximal effect.

SMILES	TDP1 cell CPT	FEN1 inhibitor	N370S GC
CSc1nc(SCC(=O)NCc2ccco2)c2c3c(sc2n1)CN(C)CC3	-2%	-16%	·
Cc1ccc(C(=O)Nc2ccc(-c3nc4ccccc4s3)c(O)c2)c(C)c1	10µM*	18%	·
O=C(CN1CCN(c2ccccc2O)CC1)Nc1ccc([N+](=O)[O-])cc1Br	?	-5%	3%
COc1ccccc1CNS(=O)(=O)c1c(C)[nH]c(=O)[nH]c1=O	2%	8%	-1%
COc1ccc2c(=O)c3ccccc3oc2c1	?	-21%&-12%	0%
Cc1cccc(C(=O)N/C(=C/c2ccco2)C(=O)N2CCCCCC2)c1	-23%	-18%	-3%
O=C(O)Cn1cc(/C=c2/sc3nc4ccccc4n3c2=O)c2ccccc21	0%	?	-18%
CCn1c(SCC(=O)NCC2CCCO2)nnc1-c1ccccc1OC (stereo not drawn)	-4%	23%	·
CCOC(=O)c1c(NC(=O)/C(C#N)=C/c2ccc(OC)cc2)sc2c1CCC2	-5%	0%	·
Cc1ccc(OCCN(C)C(=O)c2cc(COc3ccc(F)cc3F)on2)cc1	-24%	-14%	-17%

Complete entries from above. Order of screens: TDP1 cell CPT | FEN1 inhibitor | N370S GC
`O=C(O)Cn1cc(/C=c2/sc3nc4ccccc4n3c2=O)c2ccccc21` in the list: 0% | ? | -18%
`O=C(CN1CCN(c2ccccc2O)CC1)Nc1ccc([N+](=O)[O-])cc1Br` in the list: ? | -5% | 3%

Continued.
SMILES	TDP1 cell CPT	FEN1 inhibitor	N370S GC
CC(C)CCn1c(=O)c2ccccc2n2c(CN3CCOCC3)nnc12	?	3%	7%
COc1ccc(/C=C2\SC(=O)N(CC(=O)Nc3cccnc3)C2=O)cc1OC	?	12%	-27%
CCOC(=O)C1C(=O)NC(C(=O)OCC)(C(=O)OCC)C1C(C)CC (stereo not drawn)	5%	11%	·
CC(=O)c1ccc([C@@H]2C[C@]34CN(Cc5cccc(C(F)(F)F)c5)S(=O)(=O)[C@H]3C[C@H]2O4)cc1	?	9%	-25%
COc1cc(OC)c2c(-c3cccc(-c4ccc(OC(F)(F)F)cc4)c3)cc(=O)oc2c1	?	-23%	12%
Cc1ccc(S(=O)(=O)NCCCCCC(=O)N(C)C)cc1	-24%	4%	-14%
CCCCn1nnnc1SCC(=O)N1CCCC1	5%	-10%	6%
CC(C)Cc1nnc(NC(=O)CCC(=O)N2CCN(c3ccc([N+](=O)[O-])cc3)CC2)s1	15µM*	1%	-7%
Cc1nc2ccccc2n1CCN1CCOCC1	11%	-8%	-4%
COC(=O)c1c(NC(=O)c2cccc(S(=O)(=O)N3CCN(C)CC3)c2)sc(C)c1C	15µM*	-17%	?
Cc1ccc2nc(-c3ccccc3C)oc(=O)c2c1	37%[activator]	0%	-7%
CC1CC(C)CN(c2ccc(NS(=O)(=O)c3ccccc3)cc2C(=O)O)C1 (stereo not drawn)	14%	-11%	-3%
COc1cc2[nH]c(=S)nc(NCc3cccc(Cl)c3)c2cc1OC	?	-8%	-3%
CCCN(CCC)c1ccc(C2N=C(N)Nc3nc4ccccc4n32)cc1 (stereo not drawn)	23µM*	6%	·
O=C(Cn1cnc2c(OCc3ccccc3)ncnc21)N1CCN(c2ccccn2)CC1	0%	12%	·
O=C(NCCc1c[nH]c2ccccc12)c1cc(S(=O)(=O)N2CCCCC2)ccc1N1CCOCC1	?	0%	?
Cn1cc(-c2nc3cnc(N4CCNCC4)nc3n(CCc3ccccc3)c2=O)c2ccccc21	?	·	-17%
Cc1cc(NC(=O)COC(=O)CCCOc2ccc(Cl)cc2C)no1	-5%	0%	-14%
C=CC[C@H](CC(=O)NCCO)C(=O)N[C@H](COC(=O)[C@H](CC=C)CC(=O)OC(C)(C)C)c1ccccc1	-11%	6%	·
CC1CCN(CCCC(=O)c2ccc(F)cc2)CC1	-5%	·	0%
O=c1c2c3c(sc2n(Cc2cc(=O)n4ccccc4n2)c(=O)n1-c1ccccc1)CCC3	2%	20%	·
Cn1c(SCC(=O)NCc2ccco2)nc2ccccc2c1=O	-6%	-7%	-11%
NC(=O)c1ccccc1OCC(=O)N1CCC(Cc2ccccc2)CC1	7.3µM*	2%	·
Cc1cc(S(=O)(=O)N2CCCC2)ccc1OCC(=O)NCc1ccccn1	17%	4%	-10%
Cc1cc(NC(=O)CSc2nnc(-c3ccco3)n2Cc2ccccc2)no1	-25%	2%	2%
COc1cccc(CNC(=O)CSc2ccc(-c3ccccn3)nn2)c1	-5%	3%	-2%
CC(C)NC(=O)NS(=O)(=O)c1cnccc1NC1CC2CCC1C2 (stereo not drawn)	6%	-4%	12%
Cc1ccccc1Cn1c(O)c(N=NC(=S)Nc2ccccc2F)c2ccccc21	5.8µM*	17%	-6%
CCn1c(C)c(CS(=O)(=O)c2ccccc2)[nH]c1=O	4.1µM*	9%	0%
COC(=O)c1cc(OC)c(OC)cc1NC(=S)N1CCCCC1	-16%	-8%	2%
Cc1ccc(C(=O)Nc2c(N)nc(SCC(=O)NCC3CCCO3)[nH]c2=O)cc1 (stereo not drawn)	-1%	2%	-6%
CCC(C(=O)NCc1ccncc1)c1ccccc1 (stereo not drawn)	2%	15%	2%
COc1ccc(NC(=O)C2CCN(S(=O)(=O)c3ccc(N4CCCC4=O)cc3)CC2)c(OC)c1	?	15%	-28%
CCC1CCCCN1C(=O)COc1cc(=O)n(C)c2ccccc12 (stereo not drawn)	-2%	14%	2%
Cc1cccc(CCNC(=O)C2CCC(=O)N2Cc2ccc(F)cc2)c1 (stereo not drawn)	-26%	-3%	4%
Cc1cc(C)c2c(=O)cc(CSc3nnc(-c4ccccc4)n3C)[nH]c2c1	-21%	14%	·
O=S(=O)(Nc1cccc(-c2cn3cccnc3n2)c1)c1ccc(-c2ccccc2)cc1	?	-3%	?
CCN1CCN(C(=O)CCc2nc3ccccc3c(=O)[nH]2)CC1	?	0%	-22%
O=C(COC(=O)c1cccnc1Cl)NCC1CCCO1 (stereo not drawn)	9%	2%	-4%
Cc1ccc(-n2nc(C(=O)N3CCN(c4ccc(F)cc4)CC3)c(=O)n(C)c2=O)cc1	1%	6%	·
O=C(NCCN1CCOCC1)c1cc(-c2cccs2)nc2ccccc12	-7%	-7%	·
C/C(=N\NC(=O)c1ccc(N/N=C(\C)c2ccc(O)cc2)cc1)c1ccc(O)cc1	21µM*	5%	-18%
COc1ccc([C@H]2CC(=O)C=C(C#CC(C)(C)C)C2)cc1	?	-26%	·
CCN(CC(=O)Nc1ccc(NC(C)=O)cc1)C(=O)c1cc(S(=O)(=O)N2CCCCCC2)ccc1OC	-12%	-1%	-1%
COc1ccc(-c2ccc3c(c2)S(=O)(=O)c2cccc(C(=O)N4CCN(c5ccc(Cl)cn5)CC4)c2C3=O)cc1OC	-5%	-12%	·
CCCCNC(=S)N(C)/N=C/c1ccc(OCc2ccc(C(=O)OC)cc2)c(OC)c1	?	-19%	-4%
Cc1cc(NC(=O)Nc2ccc(Cl)cc2)n(C(C)(C)C)n1	0%	0%	4%
CC(C)Oc1ccccc1OCCN(C)C	-14%	-5%	20%
O=C(NN1CCCCCC1)c1ccccc1F	-7%	-2%	·
COc1ccccc1C(CNC(=O)CNC(=O)c1cccc(Cl)c1)N1CCCC1 (stereo not drawn)	-1%	-6%	·

The list goes on:
SMILES	TDP1 cell CPT	FEN1 inhibitor	N370S GC
Cc1[nH]c2ccccc2c1C(=O)CN1CCC2(CC1)OCCO2	-12%	-6%	6%
CCn1c(COc2ccc(C)cc2)nnc1SCC(=O)Nc1cc(OC)ccc1OC	?	-24%	10%
O=C(/C=C\Nc1ccccn1)c1ccccc1	-6%	-3%	?
COc1ccc(C(=O)Nn2cnnc2)c(OC)c1	-9%	1%	12%
O=C(CNC(=O)c1ccc(Br)o1)NCC1CCCCC1	7%	-11%	·
COc1ccc(C2=NOC(C(=O)NC(C)(C)C)C2)cc1 (stereo not drawn)	-29%	-1%	-19%
COc1ccc(CN2CCN(CC(O)Cn3c4ccccc4c4ccccc43)CC2)cc1 (stereo not drawn)	?	-9%	?
Cc1ccccc1C(=O)NC1CC2CCCC(C1)N2Cc1ccc(Cl)cc1 (stereo not drawn)	-21%	-14%	-11%
COc1ccc(CCNC(=O)c2cnn(-c3ccc(F)cc3)c2C2CCN(C(=O)OC(C)(C)C)CC2)c(OC)c1	?	-14%	·
Cc1cc(NC(=O)CSc2ccc3nnc(-c4ccccc4)n3n2)no1	-28%	-15%	14%
Nc1nc(-c2ccccc2)c(-c2ccccc2)n1N	-4%	-5%	-16%
O=c1cc[nH]c2cc(C(F)(F)F)ccc12	-29%	2%	-5%
CCOC(=O)CC(C#N)c1c[nH]c2ccccc12 (stereo not drawn)	-16%	-4%	-4%
CN1CCN(c2nc3c(S(=O)(=O)c4ccc(Cl)cc4)nnn3c3ccsc23)CC1	?	-2%	·
CC/C(=N\Nc1nncc2ccccc12)c1ccc(F)cc1	-3%	-4%	5%
COC(=O)c1ccc2c(c1)NC(=O)c1ccccc1S2	-17%	3%	-2%
O=C1CN(C(=O)c2cnccn2)c2ccccc2N1	-5%	-15%	1%
O=C(COC(=O)Cc1ccc(F)cc1)NC1CCCC1	8%	0%	-2%
c1ccc2c(c1)ncn2CCCCOc1ccc2c(c1)CCC2	?	-20%	-29%
O=C(Nc1cccc2ccccc12)c1cn(-c2ccccc2)nc1-c1cccs1	?	-5%	20%
CC(=O)c1cc(C)ccc1OC(=O)CCN1C(=O)C2C3c4ccccc4C(c4ccccc43)C2C1=O (stereo not drawn)	-19%	13%	3%
COc1ccc(C(C)=O)cc1CSc1ccc(S(=O)(=O)N2CCCCC2)cn1	?	-15%	·
C=CCn1c(SCC(=O)NCC(=O)OCC)nnc1-c1cccc(OC)c1	-7%	6%	13%
O=C(CC1SC(N2CCCCC2)=NC1=O)Nc1cccc(C(=O)NCc2ccccc2)c1 (stereo not drawn)	11%	-4%	·
O=C(CN(Cc1ccccc1)C(=O)CCC(=O)Nc1nccs1)NCC1CCCO1 (stereo not drawn)	-2%	7%	-7%
O=C(CSc1nnc(-c2ccccn2)n1Cc1ccccc1)NC1CCCC1	-14%	-3%	29%
Cc1nn(CC(=O)NCCN2CCOCC2)c(=O)c2ccccc12	-13%	-1%	-3%
O=S(=O)(Nc1nccs1)c1ccc(NS(=O)(=O)c2cccs2)cc1	2%	-16%	-1%
COc1cccc(NC(=O)CS(=O)(=O)Cc2nc(-c3ccc(C)cc3)oc2C)c1	0%	-11%	-21%
COc1cc2c(cc1OC)C(c1ccc(N)cc1)=NNC(=O)C2	21µM*	·	7%&-7%
COc1cccc(-c2nnc(SCC(=O)N3CCc4ccccc43)o2)c1	0%	-14%	·
CCN(CC)C(=O)CSc1nnc(CCNC(=O)OC(C)(C)C)o1	-13%	1%	6%
NS(=O)(=O)c1cccc(NC(=O)CCCC2CCCCC2)c1	-12%	9%	0%
CC/C(=N\NC(=O)Nc1ccccc1)c1ccccc1	-1%	3%	9%
COCC(C)NS(=O)(=O)c1ccc(NC(=O)c2ccccn2)cc1 (stereo not drawn)	?	-6%	7%

Arranged by molar mass (rising): part of the list above.
SMILES	TDP1 cell CPT	FEN1 inhibitor	N370S GC
COc1ccc(C(=O)Nn2cnnc2)c(OC)c1	-9%	1%	12%
CCN(CC)C(=O)CSc1nnc(CCNC(=O)OC(C)(C)C)o1	-13%	1%	6%
CCOC(=O)c1c(NC(=O)/C(C#N)=C/c2ccc(OC)cc2)sc2c1CCC2	-5%	0%	·
COc1ccc(NC(=O)C2CCN(S(=O)(=O)c3ccc(N4CCCC4=O)cc3)CC2)c(OC)c1	?	15%	-28%

Of the compounds above, 2 have a nitro group on carbon.
SMILES	TDP1 cell CPT	FEN1 inhibitor	N370S GC
O=C(CN1CCN(c2ccccc2O)CC1)Nc1ccc([N+](=O)[O-])cc1Br	?	-5%	3%
CC(C)Cc1nnc(NC(=O)CCC(=O)N2CCN(c3ccc([N+](=O)[O-])cc3)CC2)s1	15µM*	1%	-7%

The list is partial, so the mix of outcomes need not match the whole.
